# Screening results deposited in PubChem BioAssay by several laboratories.
# 5HT1a antag: human 5-HT1a receptor antagonists, primary screen, cell-based, CHO, Ga15 NFAT-bla reporter | 5-hydroxytryptamine receptor 1A (Homo sapiens), P08908 | CHO 5-HT1a Ga15 NFAT-bla reporter, antagonist mode | inhibition, % at 10 µM | 62,000 compounds, 0.68% hits | AID 612, 2007;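 active means inhibition above the mean of all tested compounds plus 3 SD, cut at about 43% in these data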;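 further: receptor stimulated by 5-CT agonist at 100 nM near EC80; beta-lactamase reporter measured by ratiometric fluorescence of a cleavable substrate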
# NADH enzymes: inhibitors of PK/LDH coupling enzymes, profiling panel, artefact control, biochemical, MLSMR library; coupled PK/LDH NADH assays, four targets; IC50, µM (doses to about 10 µM), for inactives: at the highest dose inhibition; 65,000 compounds, 0.02% hits; AID 774, 2007;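 active means single-dose screening hits from any of four coupled enzyme assays that gave an IC50 when retested across doses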;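 further: the DPM-DC format reads NADH fluorescence rather than 340 nm absorbance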
# MMP-13 inhibitor: human MMP13 inhibitors, primary screen, biochemical, FRET peptide cleavage; Collagenase 3 (Homo sapiens), P45452; MMP-13 fTHP FRET cleavage, Mca fluorescence; inhibition, % at 4 µM; 65,000 compounds, 0.07% hits; AID 570, 2006;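 active means inhibition above the mean of compound-free control plate wells plus 3 SD, cut at about 14% in these data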;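 further: 0% = DMSO wells and 100% = wells with reference MMP-13 inhibitor after basal subtraction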
# Fluor 339 460: intrinsic fluorescence of library compounds, ex339/em460 – biochemical, MLSMR library, data from DPM-DC assay, artefact control, profiling panel. compound autofluorescence, ex339/em460 nm, NADH buffer; hits give high values; 1 = no-compound wells, NADH background. fluorescence fold increase at 10 µM. 65,000 compounds, 5.5% hits. AID 709, 2007;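 active means at 10 µM, mean starting fluorescence two-fold or more over control wells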;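 further: signal is the first read of a kinetic run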
# RORA act: activators of orphan receptor RORA, primary screen, cell-based, luminescence; AID 560, 2006; 65,000 compounds, 1.5% hits; Nuclear receptor ROR-alpha (Homo sapiens), P35398; activation, % at 10 µM; CHO-K1 Gal4-RORA LBD luciferase reporter; percent increase over mock-subtracted basal signal;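 active means activation above the mean of all tested compounds plus 3 SD, cut at about 49% in these data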;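 further: 0% = DMSO-treated RORA cells and 100% = added signal equal to DMSO minus mock-transfected cells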
# TNAP act DEA: human TNAP enzyme activators, primary screen, biochemical, luminescent, intermediate phosphate acceptor level; purified TNAP, CDP-star luminescence, 100 mM DEA, 30 min; hits give high values; scale: 0 levamisole-inhibited, 1 vehicle-only enzyme; activation factor at 20 µM; 64,000 tested, under 10 active; AID 813, 2007;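 active means activation factor of at least 2 at 20 µM, relative to controls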
# Target sequence (P05186 whole entry, looked up): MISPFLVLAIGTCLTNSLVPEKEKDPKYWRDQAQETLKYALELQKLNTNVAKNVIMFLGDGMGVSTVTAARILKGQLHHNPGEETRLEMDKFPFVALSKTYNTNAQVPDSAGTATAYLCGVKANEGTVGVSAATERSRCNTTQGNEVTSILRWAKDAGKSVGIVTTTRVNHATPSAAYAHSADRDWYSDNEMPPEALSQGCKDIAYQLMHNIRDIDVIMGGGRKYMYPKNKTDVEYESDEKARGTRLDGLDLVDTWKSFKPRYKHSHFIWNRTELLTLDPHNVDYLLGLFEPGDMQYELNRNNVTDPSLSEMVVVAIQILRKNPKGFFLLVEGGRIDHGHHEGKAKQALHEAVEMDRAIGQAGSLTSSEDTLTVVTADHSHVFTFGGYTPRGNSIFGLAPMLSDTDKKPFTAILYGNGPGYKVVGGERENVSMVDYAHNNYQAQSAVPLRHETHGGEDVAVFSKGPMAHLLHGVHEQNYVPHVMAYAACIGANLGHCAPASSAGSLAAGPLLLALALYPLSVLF
# SF1 activator: activators of human SF-1, primary screen, cell-based, CHO-K1, Gal4-SF-1 LBD, luciferase luminescence; Steroidogenic factor 1 (Homo sapiens), Q13285; 65,000 compounds, 1.9% hits; activation, % at 10 µM; CHO-K1 Gal4-SF-1 LBD luciferase reporter; % increase over DMSO SF-1-specific signal; AID 522, 2006;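 active means activation above the mean activation of all tested compounds plus 3 SD, cut at about 50% in these data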
# Target sequence (Q13285 whole entry, looked up, the tested form may be a part): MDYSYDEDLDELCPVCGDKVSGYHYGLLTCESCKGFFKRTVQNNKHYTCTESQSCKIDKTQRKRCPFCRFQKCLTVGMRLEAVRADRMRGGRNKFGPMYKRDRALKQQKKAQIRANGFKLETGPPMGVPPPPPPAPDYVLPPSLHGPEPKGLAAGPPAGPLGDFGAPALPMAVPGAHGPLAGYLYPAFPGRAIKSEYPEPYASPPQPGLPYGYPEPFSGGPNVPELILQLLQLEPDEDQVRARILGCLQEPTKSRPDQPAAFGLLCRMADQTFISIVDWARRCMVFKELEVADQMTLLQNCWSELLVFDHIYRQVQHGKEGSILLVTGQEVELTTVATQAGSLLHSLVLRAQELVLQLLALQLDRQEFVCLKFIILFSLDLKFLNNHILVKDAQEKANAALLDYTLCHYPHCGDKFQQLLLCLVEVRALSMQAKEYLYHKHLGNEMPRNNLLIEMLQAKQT
#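 Material: Transient Gal4-SF-1 LBD reporter, CHO-K1 | Input: 4,000 cells/well | Dosing: One dose, 10 µM compound, 1% DMSO | Incubation: 20 h compound treatment, 37 °C | Detection: SteadyLite luciferase luminescence | Evaluation: Percent activation relative to DMSO median and mock-transfected background | Benchmarks: DMSO-treated SF-1-transfected cells as negative, DMSO-treated mock-transfected cells lacking SF-1 as background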
# 5HT1a ag: human 5-HT1a receptor agonists, primary screen, cell-based, CHO, Ga15 NFAT-bla reporter. activation, % at 10 µM. CHO 5-HT1a Ga15 NFAT-bla reporter, FRET ratio; 0% basal, 100% maximal reference agonist. 5-hydroxytryptamine receptor 1A (Homo sapiens), P08908. 65,000 compounds, 0.56% hits;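 active means activation above the screen-wide mean activation plus 3 SD, cut at about 19% in these data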;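 further: 0% = DMSO wells and 100% = 5-CT at EC100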
# A340 absorber: compound light absorbance at 340 nm, profiling panel, artefact control, biochemical, MLSMR library, data from PS, PMK, MK assays; compound absorbance at 340 nm, fold over control; fold change at 10 µM; 65,000 tested, under 10 active; AID 708, 2007;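 active means at 10 µM dose, initial 340 nm absorbance at least 2 fold that of control wells; inactive means change under 2 fold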;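 further: initial absorbance extrapolated from kinetic A340 decline of NADH oxidation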
# An asterisk follows results filed as active; i = inactive; . = not tested or not shown; & = joins results of further samples; [ ] = another dose, or the depositor's remark.
# Results follow in this order: 5HT1a antag	NADH enzymes	MMP-13 inhibitor	Fluor 339 460	RORA act	TNAP act DEA	SF1 activator	5HT1a ag	A340 absorber
COc1ccc(-c2nnc3sc(C(C)N4C(=O)c5ccccc5C4=O)nn23)cc1 (configuration not stated)
 : -16	1%	5	1	-16	0.8	-4	1.8	1
COC(=O)[C@@H](N)Cc1ccc(O)cc1
 : .	3%	0	0.99	-25	0.9	-4	-3.0	0.97
CC1(C)C(c2ccccn2)=[N+]([O-])C(C)(C)N1O
 : -1	4%	-5	1.1	5	0.9	9	0.2	1
CCc1cccc(NC(=O)Cn2cc3c(n2)CCCC3)c1
 : -18	3%	0	0.99	14	0.8	-10	-0.5	0.99
Cn1c(SCC(=O)NCc2ccc3c(c2)OCO3)nnc1-c1cccs1
 : -9	7%	3	1	-6	0.9	14	1.8	1
Cc1cc(C)c2c(n1)nn1c(NCCOCCO)cc(C)nc21
 : 1	9%[fluoresces]	i[fluorescence artefact?]	3.9*	12	1	-6	-4.2	1
CN1C(=O)c2cccc(NC(=O)Cc3ccccc3)c2C1=O
 : -7	3%	-6	1.4	2	1	19	0.6	1
CCOC(=O)N1CCC(NC(=O)Cn2cccc2C(=O)c2ccccc2C)CC1
 : 6	5%	0	1.1	14	1.1	11	-0.7	1
CC(C)(C)OC(=O)NCCCCCc1nnc(SCC(=O)Nc2cccc(Cl)c2)o1
 : 1	6%	2	1.1	26	0.9	6	-6.8	0.99
Cc1ccc(C(=O)Nc2ccncc2)o1
 : 2	5%	6	1.1	8	0.9	0	-0.1	1
CCC(=O)N1CCc2cc(S(=O)(=O)CCC(=O)Nc3ccc(F)c(F)c3)ccc21
 : -3	11%	-1	1.1	-12	0.8	7	-3.0	0.97
Clc1ccc(Cn2ncc3c(NCCN4CCOCC4)ncnc32)cc1
 : -10	3%	4	1.1	-5	1	-2	-1.9	1
O=S(=O)(Nc1ccccn1)c1ccc(Cl)cc1
 : -2	1%	-5	1.3	-3	0.9	-4	-0.6	1
O=C(CCCN1C(=O)CCC1=O)Nc1ccc(Cl)c(C(F)(F)F)c1
 : 14	5%	2	1.1	8	0.9	9	-5.6	1
CCC(Sc1nc(=O)cc(N)n1-c1ccccc1)C(=O)Nc1cc(C)on1 (configuration not stated)
 : -2	7%	6	1.1	-2	1	4	-2.8	1.1
CC(=O)Nc1cccc(NC(=O)CSc2ncc(-c3ccc(Cl)cc3)n2Cc2ccco2)c1
 : -1	8%	-2	1.1	-16	1	-11	-1.4	0.98
CC(=O)Nc1c2c3c(cccc3n(C)c1=O)C(=O)c1ccccc1-2
 : -10	9%	3	1.7	-19	1	-10	-1.3	1
COc1cc2nc(N3CCN(C(=O)C4CCCO4)CC3)nc(N)c2cc1OC (configuration not stated)
 : 10	6%&3%[fluoresces]	-94&-155[fluorescence artefact?]	3.9*	-5&-8	0.9&0.9	14&2	-5.3&2.0	1.1&0.99
Cc1cc2c(=O)n(Cc3ccco3)c(SCC(=O)c3ccc(Cl)s3)nc2s1
 : 24	2%	3	1.1	-19	0.9	-21	-1.0	1.1
CCC(c1nnnn1Cc1ccco1)N(Cc1cc2cc(OC)ccc2[nH]c1=O)C1CCCCC1 (configuration not stated)
 : -4	7%	-17	1.4	1	0.8	-3	0.1	1.1
COC(=O)c1cc(NC(=O)C23CCC(C)(C(=O)O2)C3(C)C)cc(C(=O)OC)c1 (configuration not stated)
 : -7	4%	5	1.1	2	0.8	8	-2.8	1
Cc1c(C(=O)N2CCOCC2)oc2c1C(=O)CC(C)(C)C2
 : -11	11%	4	1.1	10	0.9	2	-1.3	1
CCCCCn1c(=S)[nH]c2ncccc2c1=O
 : -1	7%	-3	1	-18	0.9	-21	0.3	0.99
Cn1cccc1Cc1nnc(SCC(=O)Nc2cccc(Cl)c2)n1-c1ccc(F)cc1
 : 6	4%	-5	1	29	0.9	8	2.0	1
CSc1n[nH]c(NCc2ccccc2)n1
 : 6	3%	-1	1.1	-16	0.8	-6	1.5	1
COC(=O)c1c(NC(=O)CSc2n[nH]c(N)n2)sc(C)c1C
 : -7	6%	4	1.1	23	0.9	-6	4.1	1
Cc1ccc(-n2c(Cc3cccn3C)nnc2SCC(=O)N2CCc3ccccc32)cc1
 : -1	6%	-19	1.1	-16	0.9	6	0.6	1
Cc1ccccc1-n1c(=O)cc(N2CCc3ccccc3C2)[nH]c1=O
 : -1	5%	2	1.1	-9	0.9	2	-1.8	0.97
COc1ccc(NC(=O)C2CC(c3ccc(OC)c(OC)c3)=NO2)cc1OC (configuration not stated)
 : 9	8%	3	1.1	13	0.9	7	2.8	0.98
O=C(CN1CCN(S(=O)(=O)c2ccc(F)cc2)CC1)Nc1ccc2c(c1)OCCO2
 : -5	11%	1	1	7	1	26	-0.5	0.98

# An excerpt from above in order of SMILES length, rising:
# Results follow in this order: 5HT1a antag	NADH enzymes	MMP-13 inhibitor	Fluor 339 460	RORA act	TNAP act DEA	SF1 activator	5HT1a ag	A340 absorber
CC(=O)Nc1c2c3c(cccc3n(C)c1=O)C(=O)c1ccccc1-2
 : -10	9%	3	1.7	-19	1	-10	-1.3	1
CCOC(=O)N1CCC(NC(=O)Cn2cccc2C(=O)c2ccccc2C)CC1
 : 6	5%	0	1.1	14	1.1	11	-0.7	1
CCC(=O)N1CCc2cc(S(=O)(=O)CCC(=O)Nc3ccc(F)c(F)c3)ccc21
 : -3	11%	-1	1.1	-12	0.8	7	-3.0	0.97

# More entries
compound,5HT1a antag,NADH enzymes,MMP-13 inhibitor,Fluor 339 460,RORA act,TNAP act DEA,SF1 activator,5HT1a ag,A340 absorber
COC(=O)c1ccc(C2C(C(=O)c3cc4ccccc4o3)=C(O)C(=O)N2CCCN(C)C)cc1 (configuration not stated),.,1%,0,1.1,-2,0.9,10,-0.8,1.1
Cc1noc(C)c1C(=O)OCC(=O)NCCC1=CCCCC1,-2,5%,1,1.1,-10,0.9,3,-4.7,1
Cc1ccccc1Cn1cc(NC(=O)c2noc3c2CC(C(C)(C)C)CC3)cn1 (configuration not stated),6,2.6µM*,8,1.7,6,0.9,-8,26*,0.99
Cc1ccc(S(=O)(=O)c2cc3c(=O)n4cccc(C)c4nc3n(Cc3ccco3)c2=N)cc1C,-20,11%,-86[fluorescence artefact?],2.3*,-10,1,0,3.8,1
CCOCc1nnc(NS(C)(=O)=O)s1,-10,8%,4,1.1,-9,0.9,-14,2.8,0.98
Cc1nn(-c2nc3ccccc3s2)c(C)c1Oc1ccccc1O,-12,4%,3,1.1,66*,0.8,58*,-3.9,1
O=C(Cc1cn2ccsc2n1)Nc1nc2c(s1)CN(Cc1ccccc1)CC2,-24,7%,-3,1.1,13,1,-2,2.2,1
CCOC(=O)Cc1nnc(NC(=O)Nc2ccccc2)s1,-7,5%,-2,1.1,2,0.9,-19,-0.9,1
O=C(Nc1cccnc1)c1cnc2ccccc2n1,-9,7%,-2,0.96,-21,1,-6,-3.4,1
CC/C(=N\O)c1ccc(OC)c(OC)c1,.,1%,2,1.1,-24,1,3,0.8,1
COc1cc(C2CC(=O)Nc3ccccc3S2)cc(OC)c1OC (configuration not stated),-11,5%,2,1.1,-10,.,9,3.2,1
CCc1ccc(CCC(=O)Nc2ccc(S(N)(=O)=O)cc2)o1,4,5%,2,1.1,3,0.9,-16,-2.2,0.98
Brc1ccc(-c2cnc3n2CCCC3)cc1,.,5%,-1,1.1,11,1,1,2.8,1
CCOCCCNC(=O)c1cn(C)c2ccc(S(=O)(=O)N(C)C3CCCCC3)cc2c1=O,-7,4%,-1,1.1,8,0.9,10,-0.8,1.1
Cc1ccc(-c2c(C(=O)N3CCOCC3)oc(=O)c3ccccc23)cc1,-9,4%,-2,1,23,0.9,-2,1.0,1.1
CC(C)CCn1c(CN2CCN(C(=O)c3ccco3)CC2)nc2c1c(=O)n(C)c(=O)n2C,1,2%,2,1.1,13,1,-6,57*,1
Cn1c(=O)n(-c2cccc(Cl)c2)c(=O)n1C,-6,6%,1,1.1,-18,0.9,-11,-1.1,1
COc1cc(C(=O)n2nc(C)cc2C)cc(OC)c1OC,0,6%,-3,1.1,20,0.9,0,-2.3,1
CCN(CC)CC#CC(C)OCOCC#CCOC (configuration not stated),-5,2%,2,1.1,-12,1,3,-2.2,1
COc1cccc(C2C(C#N)=C(N)OC(C(C)(C)C)=C2C#N)c1 (configuration not stated),2,8%,-4,1.1,-1,0.8,-11,-1.0,0.97
O=C1CC(=O)N(CCc2ccccc2)C(=O)N1CCc1ccccc1,2,6%,0,1.1,9,0.9,-7,-3.0,1.1
COc1ccc(C2(C(=O)NCCN3CCOCC3)CCOCC2)cc1,-11,6%,-2,1.1,3,0.9,-5,-1.9,1
CC1(CC(=O)O)SC(=O)NC1=O (configuration not stated),-3,5%,-5,1.2,-15,1,12,-5.0,0.97
COc1ccc(N2CCN(S(=O)(=O)c3ccc(Br)s3)CC2)cc1,-3,10%,-2,0.94,6,1,-4,0.6,1
O=c1[nH]c(-c2cccs2)nc2ccccc12,-2,4%,0,1.2,-20,0.9,14,-2.0,1.1
CCC1Oc2ccccc2N(CC(=O)NCCCN2CCCCC2C)C1=O (configuration not stated),2,7%,-2,1,-11,1,0,-2.6,0.99
O=S(=O)(c1ccc(S(=O)(=O)N2CCN(C/C=C/c3ccccc3)CC2)cc1)N1CCCC1,7,0%,-4,1.1,0,1,3,-0.3,1.1
CCCCOC(=O)c1ccc(NC(C)=O)cc1,16,2%,2,1.1,29,0.9,6,-0.5,1
COC(=O)c1c(C#N)c(N)nc2c1CCCC2,-9,6%[fluoresces],-172[fluorescence artefact?],3.8*,-5,0.9,-4,-2.7,1.1
CCOCCCNC(=O)Cn1ncc2c(=O)oc3ccccc3c21,2,1%,1,1,-16,0.8,-28,-1.5,0.98
